Screens: PubChem BioAssay, National Center for Advancing Translational Sciences (NCATS)
TexasRed autofl: compounds fluorescent in Texas Red spectral region; Compound fluorescence, Texas Red channel, 547/618 nm; hits give high values; max dye-equivalent concentration, M; hit rate 0.06% among 59,000; AID 587; in the data active means max dye-equivalent concentration above about 10 nM; inconclusive means between about 1.1 nM and that limit
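Compound fluorescence was read after 15 min at room temperature in 100 mM Tris, pH 8.0, using 547 nm excitation and 618 nm emission across a concentration series. It was expressed as Texas Red dye-equivalent concentration from an on-plate standard curve.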
GFP derepression: derepresses silenced GFP locus in mouse C127i cells; mouse C127i GFP locus derepression, cytometry, 30 h; Potency, µM (series often up to 46.1 µM), inactives show at the highest dose GFP derepression (activation); hit rate 0.09% among 68,000; further: % of control where 0% means no effect
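Murine C127i mammary cells carrying a silenced, stably integrated CMV-driven GFP reporter were treated with compound for 30 hours at 37 C. After PBS washes, GFP-positive cells were counted by laser-scanning microplate cytometry.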
4-MU autofl: 4-MU region autofluorescence; compound autofluorescence, 340/450 nm, 4-MU equivalents; hits give high values; max dye-equivalent concentration, M; hit rate 11% among 59,000; in the data active means max dye-equivalent concentration above about 10 nM; inconclusive means mostly about 1.1 nM to 9.6 nM
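Compounds in 100 mM Tris, pH 8.0, incubated 15 min at room temperature, then fluorescence read at 340 nm excitation/450 nm emission. Signal converted to 4-MU dye-equivalent concentration using an on-plate six-point 4-MU standard curve.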
Hsp90 Hop PPI: changes Hsp90-Hop TPR2A binding signal, up or down. hit rate 0.44% among 71,000. Potency, µM (doses to about 57 µM), inactives show at the highest dose activity change, negative = inhibition. AlphaScreen TPR2A-His6 binding biotin-Hsp90 C-terminal peptide. AID 595; active means well fitted curve in either direction with a large enough effect; inconclusive means small, poorly fitted or top-dose-only effect, or another doubt; further: potency means the concentration at half of the fitted maximal effect; on the % scale 0 is the no-effect control and ±100 the full control effect; many of its hits are not listed in these tables
A350 fluor: A350 region autofluorescence | Compound autofluorescence, 340/450 nm, Alexa 350 dye-equivalents; hits give high values | hit rate 11% among 59,000 | AID 590 | max dye-equivalent concentration, M; in the data active means max dye-equivalent concentration above about 10 nM; inconclusive means mostly about 1.1 nM to 9.6 nM
Luciferase inh: inhibitors of firefly luciferase; P08659; purified firefly luciferase, luminescence, 8 min; Potency, µM (titrated, usually from 57.1 µM), for the others: at the top dose activity change, negative = inhibition, most hits filed as inhibitors; hit rate 2.2% among 72,000; further: potency means the concentration at half of the fitted maximal effect; on the % scale 0 is the no-effect control and ±100 the full control effect; nearly all actives have a fitted effect of over 40% in size
Target sequence (P08659 whole entry, looked up): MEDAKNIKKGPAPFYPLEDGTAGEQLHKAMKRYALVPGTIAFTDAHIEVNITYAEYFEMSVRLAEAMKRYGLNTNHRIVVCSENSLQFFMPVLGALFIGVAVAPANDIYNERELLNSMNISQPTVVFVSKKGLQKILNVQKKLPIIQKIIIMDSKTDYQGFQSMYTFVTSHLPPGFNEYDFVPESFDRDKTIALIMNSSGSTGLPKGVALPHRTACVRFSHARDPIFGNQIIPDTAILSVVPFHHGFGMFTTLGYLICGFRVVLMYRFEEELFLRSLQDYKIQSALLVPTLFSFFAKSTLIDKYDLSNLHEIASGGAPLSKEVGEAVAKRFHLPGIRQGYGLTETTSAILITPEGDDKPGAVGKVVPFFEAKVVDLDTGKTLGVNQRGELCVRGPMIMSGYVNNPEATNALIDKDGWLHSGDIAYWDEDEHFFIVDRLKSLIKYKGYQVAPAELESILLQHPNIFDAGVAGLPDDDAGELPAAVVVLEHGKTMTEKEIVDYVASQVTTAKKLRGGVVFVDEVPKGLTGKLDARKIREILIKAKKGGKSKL
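Titration-based qHTS; buffer 50 mM imidazole pH 7.2, 50 mM KCl, 7 mM MgCl2, 10 uM ATP, 0.01% Tween 20, 0.05% BSA; luciferase/luciferin detector mix added after compound; 8 min, ambient; luminescence.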
HBB splice mod: alters splicing of the hemoglobin beta chain; hit rate 0.06% among 65,000; Potency, µM (series often up to 46.1 µM), for inactives: at the highest dose activation, most hits filed as activators; HBB splicing reporter cell assay, activation; EGFP reporter with mutant IVS2-654 intron; response scale: normalised to 500 nM splice-correcting PNA; AID 925; further: potency means the concentration at half of the fitted maximal effect; 0% is about no effect
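Compounds were applied for 2 days to HeLa EGFP-654 cells, 500/well in Optimem with 2% FCS. The reporter's EGFP is disrupted by mis-splicing of beta-globin intron IVS2-654. Readout: summed well GFP fluorescence from 488 nm laser scanning; reference was 500 nM antisense […] 654 PNA.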
ERK AVP block: blocks ERK signaling stimulated by vasopressin; hit rate 0.99% among 72,000; Potency, µM (titrated, usually from 57.5 µM), inactives show at the highest dose activity, negative = inhibition, actives largely listed as inhibitors; AID 995; HEK293-V1b, vasopressin-stimulated pERK AlphaScreen; further: potency means the concentration at half of the fitted maximal effect; on the % scale 0 is the no-effect control and ±100 the full control effect; nearly all actives have a fitted effect of over 55% in size
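HEK293 cells stably expressing V1b receptor, preincubated 30 min at 37 °C with compound, then stimulated 5 min with 25 nM vasopressin. Phospho-ERK by AlphaScreen SureFire after 5 h RT; normalized to DMSO and vasopressin; AC50 by Hill fit.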
Fluorescein fluor: compound fluoresces in the fluorescein spectral region; hit rate 0.91% among 59,000; Compound autofluorescence, 480/540 nm, fluorescein-equivalent; hits give high values; max fluorescein-equivalent concentration, M; in the data active means max fluorescein-equivalent concentration above about 10 nM; inconclusive means between about 1.1 nM and that limit
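Spectral profiling of library compounds in the fluorescein window (480 nm excitation, 540 nm emission) after 15 min at room temperature in pH 8.0 Tris (100 mM). Values are dye-equivalent concentrations.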
CRE-bla Fsk: alters forskolin-stimulated CRE reporter signaling in CHO cells | CHO CRE-bla reporter (cAMP response element driving beta-lactamase), forskolin EC10, beta-lactamase ratio | Potency, µM (highest dose often 38.2 µM), for the others: top-dose activity change, negative = inhibition, most hits filed as activators | hit rate 2.5% among 71,000 | AID 662; active means well fitted activation curve with a large enough effect in the signal ratio, with a control signal flat, not every such curve was filed as active; inconclusive means small, poorly fitted or top-dose-only effect, or effect the other way, or a change in a side signal; the % refers to the signal ratio; further: potency means the concentration at half of the fitted maximal effect; % of control where 0% means no effect
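Modulation of forskolin signalling: compounds in titration series added with EC10 NKH 477 to CHO cells carrying a CRE-driven beta-lactamase reporter, 3 h, 37C. CCF4 FRET ratio (460/530 nm, ex 405 nm) gives %activity and AC50.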
Ub-GFP proteasome: ubiquitin-GFP accumulation via proteasome inhibition; Ubiquitin-GFP reporter cells, proteasome inhibition, GFP fluorescence; response scale: untreated = 0%, 10 µM MG-132 = 100%; Potency, µM (doses to about 45.9 µM), without a hit: top-dose activation (GFP accumulation), actives largely listed as activators; 67,000 tested, under 10 active; AID 526; active means well fitted activation curve with a large enough effect, not every such curve was filed as active; inconclusive means small, poorly fitted or top-dose-only effect, or another doubt; inactive means no such curve, though single readings can be large or run the other way; further: potency means the concentration at half of the fitted maximal effect
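Proteasome block read as GFP accumulation: ubiquitin(G76V)-GFP U2OS cells exposed to compound (2.9 nM–46 uM) for 4 hr at 37 C. Normalization used untreated cells as 0% and 10 uM MG-132 as 100%; concentration-response curves fitted.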
* marks the source's active call; other numbers are inactive results; i = inactive; ? = inconclusive; . = not tested or not shown; [ ] = another dose, or the depositor's remark. Unless noted, the call rests on the fitted dose curve; in most records, active means well fitted curve in the direction sought with a large enough effect; inconclusive means small, poorly fitted or top-dose-only effect, or another doubt; inactive means no such curve, though single readings can be large; an effect the other way counts as inactive or inconclusive.

Each structure is followed by: TexasRed autofl, GFP derepression, 4-MU autofl, Hsp90 Hop PPI, A350 fluor, Luciferase inh, HBB splice mod, ERK AVP block, Fluorescein fluor, CRE-bla Fsk, Ub-GFP proteasome
COc1ccc2c(C)cc(=O)oc2c1C
  ., 2.5%, ., -1.0%, ., -1.5%, -0.8%, -24.5%, ., ?, 14.3%
COc1ccc(CC(=O)NC2CCN(CC(=O)N3CCCc4ccccc43)CC2)cc1OC
  i, -1.3%, i, -3.2%, i, 0.1%, ., ?, i, 0.1%, -6.9%
Cc1ccc(-c2noc(C3CCCN(C(=O)c4ccc(F)cc4F)C3)n2)cc1 (stereo unspecified)
  ?, 2.6%, i, 4.7%, i, -0.2%, -3.2%, -13.7%, ?, -4.8%, 2.7%
Cc1c(S(=O)(=O)Nc2cc(Cl)ccc2Cl)c(=O)n(C)c(=O)n1C
  ., ., ., -1.6%, ., 1.4%, -0.5%, ., ., 3.0%, 8.3%
CCCCNC(=O)CC(NS(=O)(=O)c1ccc(C)cc1)c1ccco1 (stereo unspecified)
  i, 1.6%, i, -4.5%, i, 0.6%, 0.5%, 0.0%, ?, ?, 3.3%
COC(=O)c1ccc(-c2ccc(C(=O)N3CCCN(C)CC3)cc2)cc1
  ?, 1.0%, ?, -1.9%, ?, -4.6%, -0.4%[57.5 µM], -4.3%, i, -5.1%, -0.6%
Cc1cc(NS(=O)(=O)c2ccc(Cl)cc2)nn1CC(=O)NCc1ccco1
  ?, 0.0%, i, -6.3%, i, -3.3%, -1.3%, -11.3%, i, -8.3%, -4.6%
O=C(Cn1cccc1C(=O)c1ccccc1)NCc1cccnc1
  i, 0.0%, i, 2.1%, i, 3.0%, 5.7%, ?, ?, ?, 2.7%
CCOCCc1nnc(NC(=O)c2cc(OC)c(OC)c(OC)c2)s1
  i, 0.0%, i, -1.2%, i, 2.9%, 0.2%, -7.3%, i, 10µM*, 3.3%
COc1cc(C2Nc3cc(Cl)c(S(N)(=O)=O)cc3S(=O)(=O)N2)cc(OC)c1OC (stereo unspecified)
  i, 0.0%, i, -2.1%, i, 2.2%, -1.0%, 6.6%, i, ?, -1.4%
C=C(C)CN1C(=O)C(O)(CC(=O)c2ccc3c(c2)OCCO3)c2ccccc21 (stereo unspecified)
  i, -0.7%, i, -0.9%, i, -0.2%, 1.4%, -19.4%, i, -8.5%, -5.7%
CC1CCCC(C)N1C(=O)Cn1c(=O)sc2ccccc21 (stereo unspecified)
  ., ., ., -0.6%, ., 3.1%, -0.1%, ., ., -7.1%, 12.2%
CCn1c(SC)nnc1-c1sc2cc(Cl)ccc2c1Cl
  ?, 0.4%, i, -0.2%, i, -8.6%, -0.6%, -18.8%, ?, 6.6%, 0.9%
O=C(CSc1nc2ccc([N+](=O)[O-])cc2s1)c1ccc2ccccc2c1
  i, -1.3%[9.22 µM], i, -10.2%[11 µM], i, 5.3%[11.4 µM], 5.5%[9.22 µM], -19.7%[11.5 µM], ?, -11.7%[7.6 µM], 4.6%[9.17 µM]
C[N+]12CCC(CC1)C(OC(=O)C(O)(c1ccccc1)c1ccccc1)C2 (stereo unspecified)
  i, -6.5%[20.6 µM], i, ., i, 0.0%[25.5 µM], ., 13.9%, ?, ., .
O=C(CSc1nnc(-c2cccnc2)n1Cc1ccccc1)NCc1ccco1
  i, 1.2%, i, -1.2%, i, -0.6%, ., 7.9%, i, -6.0%, -11.3%
CSc1nc(-c2ccccc2)nc2c1COC(C)(C)C2
  i, 0.0%, i, 16.2%, i, 1.8%, -7.0%[57.5 µM], 17.5%, i, ?, -0.7%
CC(C)(C)C(=O)Cn1c[n+](N)cn1
  i, 3.5%, i, 0.2%, i, 1.6%, 0.3%[57.5 µM], 15.4%, i, -2.6%, -5.2%
CNC(=O)c1ccccc1NC(=O)c1cccc(S(=O)(=O)N2CCC(C)CC2)c1
  i, 1.0%, i, 5.9%, i, -1.6%, 0.1%, ?, i, ?, -4.8%
Cc1[nH]nc2c1C(c1ccc3c(c1)OCO3)C(C#N)=C(N)O2 (stereo unspecified)
  i, 2.3%, i, 2.5%, i, 0.8%, -1.6%, -23.8%, i, -11.4%, 6.8%
COCCn1c(=O)c(-c2cc(F)cc(F)c2)nc2cnc(Oc3ccc(OC)cc3)nc21
  i, 4.9%[9.22 µM], i, -5.3%, i, 0.9%[11.4 µM], -1.1%, -15.6%, ?, ?, 0.0%
Cc1ccc(S(=O)(=O)N2CCC(C(=O)Nc3ccc4c(c3)COC4=O)CC2)cc1
  i, 0.2%, i, -6.3%, i, -8.2%, 0.5%, -27.0%, i, 0.5%, -2.0%
CCn1c(SCC(=O)OC2CCCCC2)nc2ccccc2c1=O
  i, 4.9%, i, -2.0%, i, -0.2%, 0.3%[57.5 µM], 3.4%, i, 0.9%, 3.8%
CCOc1ccccc1NC(=O)N1CCC(c2nc3ccccc3[nH]2)CC1
  i, -2.2%, i, 47.8%, i, -0.4%, ., 13.8%, i, 18.7%, 0.3%
Cc1nn2c(-c3ccc(Cl)cc3Cl)nnc2s1
  ?, 0.0%, i, -0.8%, i, 0.4%, -1.4%[0.369 µM], -1.0%, ?, 14.0%, 3.4%
Cc1ccccc1OCCC(=O)Nc1c(C)n(C)n(-c2ccccc2)c1=O
  ?, 1.2%, i, -3.7%, i, 3.5%, -3.9%, -2.4%, ?, ?, 1.0%
Cc1cc(Oc2ccc(=O)n(C)n2)nc(Oc2ccc(=O)n(C)n2)n1
  i, 1.0%, i, 2.2%, i, 3.9%, -0.6%, -11.4%, ?, 9.3%, -6.4%
CCn1c(SCC(=O)N2CCc3ccccc32)nnc1-c1ccncc1
  i, 1.6%, i, ?, i, 1.8%, -0.4%, 13.8%, i, 7.9%, 10.2%
OC(CN1C2=NCCN2c2ccccc21)c1ccc(Br)cc1 (stereo unspecified)
  i, 2.9%, i, -2.7%, ?, -4.0%, -0.7%, -5.9%, i, -0.3%, -5.0%
COc1ccc(-c2cc(C(F)(F)F)nc(N3CCN(c4ccc(F)cc4)CC3)n2)cc1OC
  i, -4.5%, ?, -4.5%, ?, 1.1%, -0.8%, 7.2%, ?, 5.7%, 2.8%
CCOC(=O)C1CCCCN1C(=O)CCc1c(C)nc2ncnn2c1C (stereo unspecified)
  i, -0.1%, i, -3.0%, i, 0.8%, 2.9%, 19.4%, i, ?, 10.9%
O=C(c1cccs1)N1CCCC(c2nc(-c3ccc(F)cc3)no2)C1 (stereo unspecified)
  i, 0.3%, i, 7.0%, i, -3.0%, ., -15.1%, i, ?, -4.0%
COC(=O)c1ccccc1NC(=O)c1ccc(COc2ccccc2)o1
  i, 2.1%, i, ?, i, -0.8%, -0.3%, 12.8%, i, ?, 2.3%
CS(=O)(=O)N1CCCC(C(=O)NCc2ccccc2Cl)C1 (stereo unspecified)
  i, -2.8%, i, -1.5%, i, 0.4%, -1.4%, 1.4%, i, 8.1%, -6.9%
C=CCN1C(=O)C2C(C(=O)NCc3ccccc3)C3C=CC2(O3)C1C(=O)NC(C)(C)C (stereo unspecified)
  i, -0.3%, i, -3.9%, ?, 0.5%, -1.5%, 22.5%, ?, -5.0%, -0.2%
COc1ccc(OC)c(C(C(=O)NCc2ccco2)N(C(=O)Cn2nnc3ccccc32)C(C)C)c1 (stereo unspecified)
  ?, 0.0%, i, -2.8%, i, 0.5%, -1.3%, 10.3%, i, ?, -2.3%
O=C(c1ccncc1)N1CCC[C@@]2(CCN(C(c3ccccc3)c3ccccc3)C2)C1
  i, -2.3%[9.22 µM], i, -3.8%, i, -0.8%[11.4 µM], 0.2%, 4.7%, i, 3.8%, -1.7%
COc1ccc(C2(C)NC(=O)N(Cc3cc(Cl)cc4c3OCOC4)C2=O)cc1OC (stereo unspecified)
  i, -0.9%, i, 0.4%, i, 3.3%, -0.1%[57.5 µM], -24.3%, i, ?, 0.0%
CSCCC(C(=O)O)N1C(=O)c2ccc(C(=O)O)cc2C1=O (stereo unspecified)
  ., 2.2%, ., ?, ., 1.2%, -0.1%[9.22 µM], 31.4%[activator], ., -0.2%, -11.7%
CCOC(=O)c1sc2ncn(/N=C/c3ccccn3)c(=O)c2c1C
  ., 0.0%, ., -1.8%, ., 0.5%, 0.3%, -9.2%, ., -1.0%, -18.8%
COc1cccc(NC(=O)Cc2cccs2)c1
  ?, -2.4%, i, -0.5%, i, -5.1%, -3.0%, 9.3%, i, -0.3%, 1.3%
O=C(Nc1cccc(NC(=O)C2CC3CCCC(C2)C3=O)n1)C1CC2CCCC(C1)C2=O (stereo unspecified)
  i, -1.6%, i, -3.9%, i, -0.7%, -2.7%, -27.1%, i, -7.4%, -3.6%
CN(C)C[C@@H](O)c1ccc(Cl)c2ccccc12
  i, -5.6%[9.22 µM], i, ?, i, 2.2%[11.4 µM], 1.0%[9.22 µM], 2.1%[11.5 µM], i, -11.0%[7.6 µM], 4.2%[9.17 µM]

A portion of the library (hit frequency here may not be typical).
